# Assay outcomes: PubChem, National Center for Advancing Translational Sciences (NCATS)
# HCV inh: blocks hepatitis C virus. 340,000 tested, 3.4% active. Potency, µM (series often up to 41.8 µM), for the others: at the highest dose activity change, negative = inhibition, hits mostly inhibitors. Huh7.5.1 HCVcc-Cre infection, luciferase reporter, 44 h; note: potency is the fitted concentration of half-maximal effect; % is set by controls: 0 for no effect and ±100 for the full control effect
#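 Reporter virus HCVcc-Cre (~0.5 moi) infects cells exposed to compound; seeding density 1,000 cells/well with 4 h settling beforehand. Luminescence, 15 sec read, taken 44 h post-infection following a 15 min RT substrate incubation.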
# CHX counter: counter-screen hit for Shiga toxin inhibitors, cycloheximide; 300,000 tested, 12% active; max response, %; cell reporter, cycloheximide protein synthesis inhibition counterscreen; in the data active = max response mostly above about 13%, no sharp cut-off; inactive = mostly below about 14%; note: read at 38.3 µM for the half of the compounds with a filed dose; 0% is about no effect
# TbPYK inhibitor: inhibitors of Trypanosoma brucei pyruvate kinase; Q57TT1; TbPYK enzyme, Kinase-Glo Plus ATP luminescence, 45 min; Potency, µM (series often up to 76.8 µM), for inactives: at the top dose activity, negative = inhibition, actives largely listed as inhibitors; 410,000 tested, 0.12% active; AID 624173; note: potency is the fitted concentration of half-maximal effect; % is set by controls: 0 for no effect and ±100 for the full control effect; nearly all actives have a fitted effect of over 50% in size
#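 Glycolytic pyruvate kinase of T. brucei was incubated with substrate, test compound and 130 uM ADP for 45 minutes at room temperature. Luminescent Kinase-Glo Plus signal was measured after 10 minutes.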
# Shiga inhibitor: blocks Shiga toxin action in Vero cells; inhibition, % at 38.7 µM; Vero cells, Shiga toxin protein synthesis inhibition reporter; 290,000 tested, 9.2% active; in the data active = inhibition mostly above about 28%, no sharp cut-off; inactive = mostly below about 43%; note: 0% is about no effect
# LmPK inh: blocks Leishmania mexicana pyruvate kinase activity. 290,000 tested, 0.37% active. AID 1721. Q27686. purified LmPK, Kinase-Glo ATP luminescence, 1 h. Potency, µM (series often up to 57.5 µM), without a hit: at the highest dose activity change, negative = inhibition, most hits filed as inhibitors; note: potency is the fitted concentration of half-maximal effect; % is set by controls: 0 for no effect and ±100 for the full control effect
# Target sequence (Q27686 whole entry, looked up): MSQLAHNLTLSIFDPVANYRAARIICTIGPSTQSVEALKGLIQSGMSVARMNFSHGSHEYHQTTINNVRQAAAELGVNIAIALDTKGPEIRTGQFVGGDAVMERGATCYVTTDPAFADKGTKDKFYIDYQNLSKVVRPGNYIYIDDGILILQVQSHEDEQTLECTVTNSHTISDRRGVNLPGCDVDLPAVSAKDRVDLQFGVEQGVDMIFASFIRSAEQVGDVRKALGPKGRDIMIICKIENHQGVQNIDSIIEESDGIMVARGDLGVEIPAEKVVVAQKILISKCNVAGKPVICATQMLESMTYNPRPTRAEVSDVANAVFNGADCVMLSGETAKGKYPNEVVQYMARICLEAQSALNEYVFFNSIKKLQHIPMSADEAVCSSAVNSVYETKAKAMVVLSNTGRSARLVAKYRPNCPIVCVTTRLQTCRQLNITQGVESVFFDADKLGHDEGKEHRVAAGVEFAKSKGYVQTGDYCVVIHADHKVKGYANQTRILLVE
#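 In 50 mM imidazole pH 7.2 with 7 mM MgCl2, LmPK (0.1 nM) turned over PEP (0.5 mM) and ADP (0.1 mM) for 1 h at room temperature. Luciferase read-out of ATP.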
# Pf growth 48h: P. falciparum growth inhibition at 48 hours (one generation); P. falciparum luciferase growth in erythrocytes, 48 h; Potency, µM (highest dose often 28.7 µM), for inactives: at the highest dose activity change, negative = inhibition, hits mostly inhibitors; 310,000 tested, 5.9% active; AID 504832; note: potency is the fitted concentration of half-maximal effect; % is set by controls: 0 for no effect and ±100 for the full control effect
#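 Here the parasites carry a stable luciferase gene and grow inside erythrocytes in Albumax-based RPMI medium with compound for one erythrocytic cycle. Activity is scored as loss of luminescent signal.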
# Pf growth 96h: P. falciparum growth inhibition at 96 hour, primary screen for plastid delayed-death inhibitors | P. falciparum luciferase reporter growth, 96 h | Potency, µM (highest dose often 28.7 µM), without a hit: top-dose activity change, negative = inhibition, actives largely listed as inhibitors | 320,000 tested, 6.9% active; note: potency is the fitted concentration of half-maximal effect; % is set by controls: 0 for no effect and ±100 for the full control effect
#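 96 h incubation, 37 C, 5% CO2, of luciferase-reporter P. falciparum-infected RBCs (2% hematocrit, 0.05% parasitemia final) with test compounds; endpoint luminescence.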
# Numbers without * were called inactive; ? = inconclusive; . = no result given; [ ] = another dose, or the depositor's remark. Unless noted, calls come from the whole dose curve; as a rule, active = well fitted curve in the direction sought with a large enough effect; inconclusive = small, poorly fitted or top-dose-only effect, or another doubt; inactive = no such curve, though single readings can be large; an effect the other way counts as inactive or inconclusive.
# Under each structure: HCV inh	CHX counter	TbPYK inhibitor	Shiga inhibitor	LmPK inh	Pf growth 48h	Pf growth 96h
> CC(C)(C)c1csc(NC(=O)Cn2cnc3ccccc3c2=O)n1
 : 14µM*	-4	-6%	-11	6%	-11%	-13%
> COc1ccc(OC)c(S(=O)(=O)N2CCC(C(=O)NCC3CCCO3)CC2)c1 (configuration not stated)
 : 6%	-3	-8%	10	2%	10%	3%
> O=P(Nc1cccnc1)(Oc1ccccc1)Oc1ccccc1
 : 12%	4	0%	-9	3%	22%	36%[activator]
> Cc1ccc(N=C/C(C(=O)C(F)(F)F)=C(\O)c2cccs2)cc1
 : 0%	13	-4%	16	0%	262%[activator]	93%[activator]
> COc1ccc(CNC(=O)[C@H](NC(=O)C2CCN(C(=O)[C@@H](N)CCSC)CC2)C(C)C)cc1
 : 3%	-2	0%	12	-8%	36%[activator]	-2%
> O=C(COc1ccccc1)Nc1ccc(CSc2ccccc2)cc1
 : 8%	10	1%	-5	3%	33%[activator]	0%
> CCOC(=O)c1nc2nc(C)c(Cl)c(=O)n2[nH]1
 : 12%	-3	-2%	16	-10%	-2%	.
> CN1CCN(c2oc(-c3ccccc3F)nc2S(=O)(=O)c2ccc(Cl)cc2)CC1
 : 18%	-2	5%	-5	-1%	-13%	0%
> Fc1ccc(/C=N/Nc2nccnc2Cl)cc1
 : 4%	40*	?	96*	?	141%[activator]	?
> CCC(=O)Nc1cc2c3c(c1)CCC(=O)N3CCC2
 : -1%	-1	6%	-2	-1%	-18%	?
> NNC(=O)C(=O)Nc1ccc(Cl)c(Cl)c1
 : ?	-2	-18%	24	-2%	6%	24%
> CC(C)c1[nH]nc2c1C(Cc1ccccc1)C(C#N)=C(N)O2 (configuration not stated)
 : 8%	2	-2%	-8	1%	?	-9%
> COc1ccc(CCN2CC(C(=O)N3CCC(O)(c4ccccc4)CC3)CCC2=O)cc1 (configuration not stated)
 : 11%	-1	-5%	-27	-7%	-11%	16%
> Cc1cc(C)n(-c2nnc(NC(C)(C)C)nn2)n1
 : 4%	26*	-3%	54*	-29%	209%[activator]	181%[activator]
> COc1ccccc1N1CCN(C(=O)/C=C/c2cccc([N+](=O)[O-])c2)CC1
 : -10%	-2	-6%	-3	2%	1%	-15%

# More entries.
# Under each structure: HCV inh	CHX counter	TbPYK inhibitor	Shiga inhibitor	LmPK inh	Pf growth 48h	Pf growth 96h
> CC(C)(C)S(=O)(=O)c1c(C(=O)O)cccc1C(=O)O
 : -12%	-2	-7%	21	2%	17%	16%
> Cc1n[nH]c(C)c1CCN(C)Cc1cn(C)nc1-c1ccc2c(c1)OCCO2
 : 2%	-2	1%	-10	3%	28%	1.3µM*
> CCO[C@@H]1OC(C(=O)Nc2ccccc2)=C[C@H](c2ccc3c(c2)OCO3)[C@H]1CCCO
 : 0%	0	-4%	-6	4%	-47%	?
> CCOC(=O)NNS(=O)(=O)c1cc(Br)ccc1Br
 : 22%	0	0%	7	6%	2%	31%[activator]
> COc1ccccc1C1CCN(c2cc(O)ccc2[N+](=O)[O-])CC1
 : -12%	1	3%	-3	3%	?	?
> Cc1cccc(C)c1NC(=O)CN(c1ccccn1)S(=O)(=O)c1ccccc1
 : 4%	9	1%	10	10%	?	-1%
> Cn1ncc(Br)c1C(=O)NC1CCCCCC1
 : 11%	-1	-8%	-3	-11%	11%	?
> COC(=O)[C@@]1(Cc2ccccc2)[C@H]2c3cc(C(=O)N4CCCC4)n(CCSCCO)c3C[C@H]2CN1C(=O)c1ccccc1
 : 1%[8.37 µM]	-4	.	-14	3%	1.7µM*	2.3µM*
> CC1=C(C#N)C(NC(=O)C2CC2)(C(F)(F)F)C(=O)N1 (configuration not stated)
 : -3%	-2	-9%	-13	-2%	3%	?
> Cc1cc(/C=N\NC(=O)c2cccs2)c(C)n1-c1ccc2ncccc2c1
 : ?	40*	-7%	135*	-4%	54%[activator]	46%[activator]
> O=C1Nc2ccccc2C(O)(C(=O)NCc2ccco2)N1c1ccc(Cl)cc1 (configuration not stated)
 : -1%	18*	2%	31	-5%	-8%	.
> COc1cc(C(=O)NCC2(c3ccccc3)CCCC2)cc(OC)c1OC
 : -18%	-3	-6%	2	-3%	?	?
> O=[N+]([O-])c1ccc(Oc2ccc(OCc3ccccc3)cc2)nc1
 : 2%	-1	-1%	-6	-4%	.	7%
> COc1ccc(NCC(=O)Nc2ccc(Br)cc2F)c(OC)c1
 : 2%	8	-9%	4	1%	?	?
> CCOP(=O)(OCC)C(Nc1cccc([N+](=O)[O-])c1)c1ccc(OC)cc1 (configuration not stated)
 : 1%	1	-3%	6	4%	?	?

# The list continues:
# Under each structure: HCV inh	CHX counter	TbPYK inhibitor	Shiga inhibitor	LmPK inh	Pf growth 48h	Pf growth 96h
> COc1cccc(CNC(=S)NC2CCCC2)c1
 : ?	12	-1%	-19	0%	-1%	9%
> CS(=O)(=O)N(CC(=O)N/N=C/c1ccccn1)c1ccc(Oc2ccccc2)cc1
 : 7%	8	1%	1	15%	-18%	-45%
> COc1ccccc1NC(=O)CNC(=O)c1ccccc1C
 : ?	-2	-19%	-5	6%	.	11%
> CNC(=O)c1c(NC(=O)c2ccc(N3C(=O)CCC3=O)cc2)sc2c1CCCC2
 : ?	-1	-7%	-2	5%	8%	?
> CC(=O)c1cccc(N(CC(=O)NC2CCCC2)C(=O)c2ccc(C)s2)c1
 : -7%	-11	1%	-3	2%	-14%	9%
> Cc1cc(C)n(-c2ccc(NC(=O)C3CCCCN3C(=O)c3cccs3)cc2)n1 (configuration not stated)
 : -13%	7	0%	11	-1%	34%[activator]	33%[activator]
> CCc1nc(SCC(=O)NCC2CCCO2)c2oc3ccccc3c2n1 (configuration not stated)
 : ?	-1	-3%	-3	-3%	1%	?
> O=C(c1ccc2c(c1)N(Cc1ccccc1)C(=O)CS2)N1CCOCC1
 : 5%	-3	-3%	18	0%	-2%	13µM*
> CC1CCN(C(=O)c2cc(-c3ccc(Cl)c(Cl)c3)on2)CC1
 : 7%	1	-3%	20	2%	7%	?
> Cc1ccc(-n2c(C)nn(Cc3ccc([N+](=O)[O-])cc3)c2=O)cc1
 : -12%	-2	0%	2	0%	1%	-9%[5.75 µM]
> O=S(=O)(NN=C1CCCCCCC1)c1ccc(Br)cc1
 : 7%	-3	-9%	-4	0%	7%	-2%
> CCOC(=O)c1c(C)[nH]c(C(=O)C(C)OC(=O)c2cccc(OCc3c(C)noc3C)c2)c1C (configuration not stated)
 : ?	17*	-17%	29	6%	-24%	1%
> CCCNS(=O)(=O)c1ccc(OCC(=O)N2CCN(C)CC2)cc1
 : -6%	-2	-2%	-1	1%	-2%	?
> C=C1CCN([C@H](C(=O)Nc2ccc(OC)cc2)C(C)C)S(=O)(=O)c2ccccc21
 : 2%	4	4%	25	5%	?	?
> CNCc1ccccc1Sc1ccc(O)c(O)c1
 : ?	-1	-18%	-2	-12%	-22%	-27%

# Carrying on:
# Under each structure: HCV inh	CHX counter	TbPYK inhibitor	Shiga inhibitor	LmPK inh	Pf growth 48h	Pf growth 96h
> CC(=O)c1cccc(CN2CCN(CC=C(C)C)C(CCO)C2)c1 (configuration not stated)
 : -11%	-1	-4%	7	-2%	33%	34%[activator]
> Cn1ccnc1SCC(=O)c1cccc(C(F)(F)F)c1
 : 16%	26*	-10%	72*	3%	47%[activator]	2%
> Cc1[nH]c(=O)[nH]c(=O)c1/C=N/NC(=O)[C@H](C)NC(=O)OC(C)(C)C
 : 17%	-1	0%	-10	-2%	13%	36%[activator]
> Cc1ccc(-n2nnnc2SCc2ccc(C(=O)O)cc2)cc1C
 : 10%	0	-3%	-3	-2%	9%	27%
> N=c1c2c(ncn1CCCO)Oc1c(ccc3ccccc13)C2c1ccccc1 (configuration not stated)
 : 11µM*	7	-4%	-9	9%	?	?
> COc1cccc(OCCCN2CCCCC2)c1
 : -12%	-3	-8%	-18	6%	24%	-16%
> Cc1ccc(CC(=O)Nc2cc(C)on2)cc1
 : -15%	8	-5%	29	-1%	31%[activator]	?
> Cc1[nH]c(C)c(S(=O)(=O)N2CCN(c3ccccc3)CC2)c1C(=O)N1CCCCC1
 : 12%	-3	0%	14	5%	-8%	?
> CCNc1nc(NCC)n2c(SCC(=O)c3ccccc3F)nnc2n1
 : ?	6	-3%	7	4%	?	?
> CC(c1ccccc1)n1c(-c2ccncc2)n[nH]c1=S (configuration not stated)
 : 14%	-4	?	-3	?	3%	?
> CCCN1C(=O)S/C(=C/c2ccc(N3CCOCC3)o2)C1=O
 : ?	47*	-22%	66*	-2%	47%[activator]	41%[activator]
> COc1ccc(C(CNC(=O)C(=O)Nc2ccc3c(c2)OCCO3)N2CCN(C)CC2)cc1 (configuration not stated)
 : -4%	.	-9%	.	.	?	56%[activator]
> CCn1c(SCC(=O)NNC(=O)Cc2ccccc2)nnc1-c1ccccc1
 : .	-4	0%	-3	-1%	5%	0%
> O=S(=O)(NCC1CCCO1)c1cc(Cl)ccc1Br (configuration not stated)
 : 11%	-4	1%	-8	-10%	-2%	25%
> O=C(NCCCN1CCCCC1)C1CCN(S(=O)(=O)N2CCC3(CC2)OCCO3)CC1
 : 20%	-3	-1%	1	7%	35%[activator]	?

# Compounds from the list above with a CF3 group (three):
# Under each structure: HCV inh	CHX counter	TbPYK inhibitor	Shiga inhibitor	LmPK inh	Pf growth 48h	Pf growth 96h
> Cc1ccc(N=C/C(C(=O)C(F)(F)F)=C(\O)c2cccs2)cc1
 : 0%	13	-4%	16	0%	262%[activator]	93%[activator]
> CC1=C(C#N)C(NC(=O)C2CC2)(C(F)(F)F)C(=O)N1 (configuration not stated)
 : -3%	-2	-9%	-13	-2%	3%	?
> Cn1ccnc1SCC(=O)c1cccc(C(F)(F)F)c1
 : 16%	26*	-10%	72*	3%	47%[activator]	2%

# Continued.
# Under each structure: HCV inh	CHX counter	TbPYK inhibitor	Shiga inhibitor	LmPK inh	Pf growth 48h	Pf growth 96h
> COc1ccc(OC)c(S(=O)(=O)N2CCN(C(=O)c3ccco3)CC2)c1
 : 15%	-1	3%	-6	-7%	?	?
> O=C(CCC1CCCN(C(=O)Cc2cccc(F)c2)C1)N1CCN(c2ccccn2)CC1 (configuration not stated)
 : -21%	50*	4%	71*	4%	227%[activator]	11%
> CS(=O)(=O)N1CCc2cc(S(=O)(=O)NCCNS(=O)(=O)c3ccc4c(c3)CCN4S(C)(=O)=O)ccc21
 : 2%	-3	-9%	25	7%	?	43%[activator]
> CCOC(=O)CCNC(=O)N1CCCC(C(=O)c2ccccc2SC)C1 (configuration not stated)
 : 5%	6	0%	-12	-1%	1%	-7%
> CC(=O)c1ccc(N(CC(=O)NC2CCCCC2)C(=O)c2csnn2)cc1
 : 13%	-3	-1%	21	-10%	12%	5%
> Cc1cccc(OCC(=O)NCc2nc(-c3ccccc3)no2)c1
 : 1%	0	0%	1	-2%	-1%	?
> COC(=O)[C@H](Cc1ccccc1)NC(=O)NCc1ccc(C)cc1
 : 35%[activator]	2	3%	-2	-3%	23%	46%[activator]
> COc1ccc(-c2csc(NC(=O)CN3C(=O)CCC3=O)n2)c(OC)c1
 : 3%	-3	-6%	-11	0%	20%	71%[activator]
> COc1ccc(N(CC(O)Cn2c3ccccc3c3ccccc32)S(=O)(=O)c2ccccc2)cc1 (configuration not stated)
 : ?	-6	0%	-8	3%	?	10µM*
